Mito fusion yeast: qHTS Assay for Small Molecule Inhibitors of Mitochondrial Division or Activators of Mitochondrial Fusion; Potency, µM (doses to about 46.1 µM), for inactives: top-dose growth rescue (activation), hits mostly activators; S. cerevisiae fusion-defective mutant growth rescue, CellTiterGlo 48 h; 0.23% of 320,000 active;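 note: potency is the fitted concentration of half-maximal effect; % of control where 0% means no effect; nearly all actives have a fitted effect of over 45% in size; temperature-sensitive fusion mutants such as fzo1-1 at 37 °C on non-fermentable ethanol glycerol medium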
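Compounds are tested for their ability to restore growth of mitochondrial fusion-defective yeast strains at non-permissive 37C in YPEG medium over 48 hours. Viability is quantified by luciferase luminescence.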
KCNH2 3.1 block: qHTS for Inhibitors of KCHN2 3.1: Mutant qHTS; U2OS KCNH2 3.1, thallium flux FluxOr; stronger effect = lower value; activity change, % (tested at about 1.8 µM); Potassium voltage-gated channel subfamily H member 2, brain isoform KCNH2 3.1 (human); 0.95% of 340,000 active; AID 720553, 2013;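 active = maximum activity change below -70%; inconclusive = maximum activity change from -70% to -50%; inactive = maximum activity change above -50%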;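 note: thallium influx rate constant from kinetic fluorescence after stimulation buffer; % is set by controls: 0 for no effect and ±100 for the full control effect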
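Steps: virus added to U2OS suspension (4 h, RT, dark); medium with 10% FBS added, cells plated, 37 C overnight; FluxOr/Red40 loading buffer 45 min RT; stimulation buffer, 2 min kinetic read; rate constant normalized.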
KCNH2 WT inh: qHTS for Inhibitors of KCHN2 3.1: Wildtype qHTS | U2OS, BacMam KCNH2, thallium flux FluxOr; stronger effect = lower value | Voltage-gated inwardly rectifying potassium channel KCNH2 (Homo sapiens), Q12809 | AID 720551, 2013 | activity change, % at 1.84 µM | 0.37% of 340,000 active;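 active = maximum activity change below -70%; inconclusive = maximum activity change between -70% and -50%; inactive = maximum activity change above -50%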; note: % is set by controls: 0 for no effect and ±100 for the full control effect
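U2OS cells were transduced with wild-type KCNH2 virus (2.03 x 10^8 / mL) for 4 h at room temperature, then cultured overnight at 37 C. Thallium flux was read with FluxOr dye. Rate constants were normalized to DMSO controls.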
ELG1 repair inh: qHTS screen for small molecules that inhibit ELG1-dependent DNA repair in human embryonic kidney (HEK293T) cells expressing luciferase-tagged ELG1; HEK293T ELG1-luciferase reporter, luminescence, 16 h; DNA damage induced by 5-fluorouridine; Potency, µM (titrated, usually from 46.1 µM), inactives show top-dose activity change, negative = inhibition, usual class: inhibitors; 2.3% of 330,000 active; note: potency is the fitted concentration of half-maximal effect; % is set by controls: 0 for no effect and ±100 for the full control effect; nearly all actives have a fitted effect of over 55% in size
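In this reporter screen, reduction of luminescence relative to DMSO vehicle indicated activity. Compounds and 5-fluorouridine were added together to 2,000 cells per well, incubated for 16 hr at 37 °C, then developed with ONE-Glo.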
AT treatment: qHTS Assay for Identifying a Potential Treatment of Ataxia-Telangiectasia. […] A-T fibroblasts, KAP-1 phosphorylation AlphaLISA; neocarzinostatin DNA damage 30 min before lysis. Potency, µM (titrated, usually from 57.5 µM), inactives show top-dose activation, usual class: activators. 0.19% of 320,000 active; note: potency is the fitted concentration of half-maximal effect; % of control where 0% means no effect; nearly all actives have a fitted effect of over 45% in size
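ATM-like activity read as KAP-1 phosphorylation via AlphaLISA donor/acceptor antibody pairs after lysis and 6 hr at 25C. Cells were ATM-null patient fibroblasts ([…], hTERT), dosed 60 min, then exposed to the DSB inducer NCS for 30 min.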
Eya2 phos inh: qHTS Assay for Inhibitors of the Phosphatase Activity of Eya2; recombinant Eya2, OMFP fluorescence dephosphorylation (OMFP is methylfluorescein phosphate); Potency, µM (top dose mostly 76.9 µM), without a hit: at the highest dose activity, negative = inhibition, hits mostly inhibitors; 0.006% of 330,000 active; AID 488837, 2010; note: potency is the fitted concentration of half-maximal effect; % is set by controls: 0 for no effect and ±100 for the full control effect
Target sequence (O00167 whole entry, looked up): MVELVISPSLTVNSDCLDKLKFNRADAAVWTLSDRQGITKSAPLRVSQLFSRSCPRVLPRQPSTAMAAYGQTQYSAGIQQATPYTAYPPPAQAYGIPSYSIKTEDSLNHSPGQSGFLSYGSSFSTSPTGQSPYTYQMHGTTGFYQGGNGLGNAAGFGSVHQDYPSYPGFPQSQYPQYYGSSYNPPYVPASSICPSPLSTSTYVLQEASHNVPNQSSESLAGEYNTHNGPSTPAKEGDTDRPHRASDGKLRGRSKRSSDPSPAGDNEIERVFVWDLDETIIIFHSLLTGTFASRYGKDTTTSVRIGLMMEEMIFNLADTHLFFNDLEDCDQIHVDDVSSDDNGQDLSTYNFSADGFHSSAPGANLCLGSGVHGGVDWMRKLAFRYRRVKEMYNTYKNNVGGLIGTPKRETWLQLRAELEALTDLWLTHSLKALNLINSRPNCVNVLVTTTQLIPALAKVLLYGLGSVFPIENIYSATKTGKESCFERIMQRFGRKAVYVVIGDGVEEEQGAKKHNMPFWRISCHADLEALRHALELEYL
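Eya2 (0.2 uM) preincubated 10 min at ambient with compound, then OMFP substrate added at 50 uM; 10 min reaction in 50 mM HEPES pH 7.5, 50 mM NaCl, 5 uM MgCl2, 0.05% BSA, 1 mM DTT. Fluorescence read at Ex 485/Em 525 nm.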
TRPV1 agonist: HTS Assay for Compounds that Act as Agonists of the Vanilloid Receptor 1 | Transient receptor potential cation channel subfamily V member 1 (Homo sapiens), Q8NER1 | TRPV1-expressing cells, Fluo-8 calcium influx, agonist mode | activation, % at 8.33 µM | 0.19% of 320,000 active | AID 540275, 2011; in the data active = activation above about 80%; inconclusive = between about 30% and that limit; note: 0% is about no effect
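Fluo-8 calcium influx in TRPV1-expressing cells, kinetic read (ex 480/em 520 nm). Compound added and read 3 min for agonist activity, followed by capsaicin at EC20 final and 2 min further read for enhancement.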
USP2a block: qHTS Assay for Inhibitors of Ubiquitin-specific Protease USP2a Using CHOP2 as the Reporter. Ubiquitin carboxyl-terminal hydrolase 2 (Homo sapiens), O75604. USP2 core, Ub-CHOP2 coupled fluorogenic reporter, 485/531. Potency, µM (highest dose often 38.3 µM), for the others: at the highest dose activity change, negative = inhibition, most hits filed as inhibitors. 0.01% of 330,000 active;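 note: potency is the fitted concentration of half-maximal effect; plate controls were DMSO wells for no effect and full inhibition by NEM control for full effect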
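Deubiquitinase activity read as fluorescence (485/531 nm) after Ub-CHOP2 cleavage activates the enterokinase reporter on its substrate; USP2 core 10nM, Ub-CHOP2 and substrate 25nM each, 30min compound preincubation then 60min RT; data normalized to NEM, curves fitted.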
TCR act: Activators of T cell receptors: qHTS campaign. primary human leukocytes, anti-CD3, IL-2 HTRF, 48 h. Potency, µM (series often up to 9.22 µM), without a hit: at the top dose activation of IL-2 secretion, most hits filed as activators. 330,000 tested, under 10 active. AID 504894, 2011; note: % of control where 0% means no effect
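Readout: HTRF IL-2, Eu-cryptate/d2 antibody pair, 320nm excitation, 665nm emission. Stimulus: a-CD3 beads, no co-stimulation. Cells: primary human leukocytes. Exposure: 48 hr with compound.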
TSHR antagonist: Antagonists of the Thyroid Stimulating Hormone Receptor: HTS campaign; 0.2% of 330,000 active; TSHR-expressing cells, TSH-stimulated cAMP HTRF, 2 h; stronger effect = lower value; Thyrotropin receptor (Homo sapiens), P16473; AID 504810, 2011; activity change, negative = inhibition, % at 11.5 µM;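 active = activity change below a set negative limit, meaning inhibition stronger than a set level, cut at about -70% in these data; inconclusive = activity change between two set negative limits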; note: % is set by controls: 0 for no effect and ±100 for the full control effect
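Inhibition of cAMP made by TSHR-expressing cells under TSH stimulation (4nM final, EC80; 2 h, 37 deg C) is quantified with a one-step lysis HTRF kit, anti-cAMP cryptate versus cAMP-d2.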
Starred values were filed as active, the others as inactive; u = inconclusive; x = not tested or not shown; [ ] = another dose, or the depositor's remark. Unless noted, calls come from the whole dose curve; as a rule, active = well fitted curve in the direction sought with a large enough effect; inconclusive = small, poorly fitted or top-dose-only effect, or another doubt; inactive = no such curve, though single readings can be large; an effect the other way counts as inactive or inconclusive. Some of the compounds tested. The share of hits here may be higher or lower than overall.

SMILES	Mito fusion yeast	KCNH2 3.1 block	KCNH2 WT inh	ELG1 repair inh	AT treatment	Eya2 phos inh	TRPV1 agonist	USP2a block	TCR act	TSHR antagonist
O=C(Cc1ccccc1)NN1CCCCC1	1%	-3	-11	8%	3%	-10%	0	1%	10%	3
O=C(CN1CCCCC1)n1c2ccccc2c2ccccc21	-1%	-5	-5	u	-2%	-3%	-1	-8%	7%	-4
COC(=O)CSc1nnc(CNC(=O)c2cc(OC)cc(OC)c2)n1-c1ccc(F)cc1	-2%	6	14	-6%	-2%	9%	-1	-2%	0%	14
Cc1ccc(OCC(=O)NCc2ccccn2)cc1	-3%	2	-3	u	1%	-5%	17	-1%	2%	0
CCOc1ccccc1C(=O)N(CN1CCCC1=O)c1cccc(Cl)c1	3%	-2	1	-4%	2%	-5%	8	-11%	-3%	-4
CC1CC1C(=O)OCC(=O)NNC(=O)COc1ccc(Br)cc1 (centres undefined)	2%	-7	2	28%	-10%	-41%	-2	1%	-3%	5
O=C(Nc1ccc(Br)cc1)c1cccc(S(=O)(=O)Nc2cnc3ccccc3c2)c1	5%	-29	-8	u	2%	6%	-7	-9%	4%[46.1 µM]	u
COCCNC(=O)c1sc2nc(-c3ccccc3)cn2c1C	3%	-4	-7	u	6%	6%	x	0%	3%	7
O=C(O)c1cc(NN=Nc2ccc(Br)cc2)cc([N+](=O)[O-])c1	1%	-2	-6	10%	13%	-1%	x	-2%	3%	4
O=C(COc1ccccc1)Nc1ccc2c(c1)nc1n2CCOC1	12%	-17	-1	u	1%	12%	1	0%	7%	3

The final four records of the section before lead into the next:
SMILES	Mito fusion yeast	KCNH2 3.1 block	KCNH2 WT inh	ELG1 repair inh	AT treatment	Eya2 phos inh	TRPV1 agonist	USP2a block	TCR act	TSHR antagonist
O=C(Nc1ccc(Br)cc1)c1cccc(S(=O)(=O)Nc2cnc3ccccc3c2)c1	5%	-29	-8	u	2%	6%	-7	-9%	4%[46.1 µM]	u
COCCNC(=O)c1sc2nc(-c3ccccc3)cn2c1C	3%	-4	-7	u	6%	6%	x	0%	3%	7
O=C(O)c1cc(NN=Nc2ccc(Br)cc2)cc([N+](=O)[O-])c1	1%	-2	-6	10%	13%	-1%	x	-2%	3%	4
O=C(COc1ccccc1)Nc1ccc2c(c1)nc1n2CCOC1	12%	-17	-1	u	1%	12%	1	0%	7%	3
O=C(O)CONC(=O)c1cc(OCC(F)(F)F)ccc1OCC(F)(F)F	0%	-10	-9	-17%	1%	1%	-2	1%	-7%	-3
Cc1ccc(C)c(OCCN2CCOCC2)c1	2%	0	6	6%	-7%	7%	4	2%	7%	-3
NC(=O)c1ccc(C(F)(F)F)n(Cc2ccc(F)c(F)c2)c1=O	2%	8	4	-17%	2%	2%	0	2%	-2%	-2
CSc1ncccc1C(=O)OCC(=O)N(C)C	u	1	-12	6%	5%	u	2	4%	3%	9
Cc1ccc(NC(=O)CN(C)S(=O)(=O)c2ccc(Br)s2)cc1F	u	1	2	u	4%	-1%	u	0%	1%	-8
COc1ccc(-n2cc(C(=O)O)c(=O)cc2C)cc1	1%	x	-4	-4%	8%	-29%	3	-2%	-5%	8
CCN(CC)c1cnn(C/C(=N\OC)c2ccc(Cl)cc2)c(=O)c1Br	8%	-7	8	-28%	-3%	-4%	10	2%	6%	-12
O=C(CSCc1ccc(Cl)cc1)N/N=C/c1ccc(Cl)cc1Cl	1%	1	1	-3%	-1%	-14%	0	0%	-5%	-2
O=C(NCCN1CCOCC1)c1ccc(Cl)c(S(=O)(=O)N2CCCC2)c1	-3%	11	14	5%	-1%	-8%	-1	-2%	-6%	18
Cc1cccc(NC(=O)C2CC(=O)n3cnnc3S2)c1 (centres undefined)	-6%	-19	9	-7%	-4%	-1%	0	4%	1%	5

Ordered by value in TRPV1 agonist (high to low): 3 from the list above.
mol,Eya2 phos inh,TRPV1 agonist,TCR act,TSHR antagonist
Cc1ccc(C)c(OCCN2CCOCC2)c1,7%,4,7%,-3
CSc1ncccc1C(=O)OCC(=O)N(C)C,u,2,3%,9
Cc1cccc(NC(=O)C2CC(=O)n3cnnc3S2)c1 (centres undefined),-1%,0,1%,5

(continued)
SMILES	Mito fusion yeast	KCNH2 3.1 block	KCNH2 WT inh	ELG1 repair inh	AT treatment	Eya2 phos inh	TRPV1 agonist	USP2a block	TCR act	TSHR antagonist
Cc1cc(C)c(NC(=O)CNC(=O)c2cc([N+](=O)[O-])ccc2N2CCOCC2)c(C)c1	-6%	-23	3	8%	7%	5%	-2	0%	-10%	5
CC(=O)c1cnc(Nc2nc(C)c3ccccc3n2)nc1C	-12%	x	x	-13%	-1%	17%	0	-1%	x	31
COC(=O)[C@]1(C)N[C@H](CN(C)C(=O)NC(C)C)[C@@H]2C(=O)N(Cc3ccccc3)C(=O)[C@@H]21	x	-5	-9	0%	-5%	8%	x	5%	-2%	0
C[C@H](NC(=O)c1nc[nH]c1C(=O)N[C@@H](CCCCN)C(=O)OC(C)(C)C)C(=O)OC(C)(C)C	-6%	8	-10	u	2%	-4%	-4	0%	1%	15
CCOc1cc(/C=N/NC(=O)C(=O)NCc2ccc3c(c2)OCO3)ccc1OCC(=O)N1CCOCC1	-8%	21	-15	25%	3%	-6%	-2	2%	0%	14
COc1cccc(OCCNC(=O)c2ccccc2Sc2ccccc2C#N)c1	10%	-1	8	u	10%	3%	-1	3%	-2%[46.1 µM]	-8
O=C(N/N=C/c1cccs1)c1cc(C2CC2)nc2ccccc12	-3%	-4	2	-7%	1%	6%	4	0%	-5%[46.1 µM]	-3
O=C(CCc1ccc(S(=O)(=O)N2CCCCC2)cc1)c1nnc(-c2ccccc2)o1	4%	-4	-7	-4%	7%	-5%	3	-5%	-3%	0
COCCCNC(=O)C1CC(=O)N(CCc2ccc(F)cc2)C1 (centres undefined)	2%	7	-10	3%	1%	3%	2	1%	x	-7
CSc1cnc2c(=O)[nH]c(=O)n(C)c2n1	19%	5	-2	-5%	1%	-2%	1	1%	-1%[46.1 µM]	1
CSCCC(NC(=O)c1cccc([N+](=O)[O-])c1)C(=O)OCC(=O)N1CCCC1=O (centres undefined)	0%	-7	23	11%	-7%	5%	-2	1%	-3%	-7
O=C(Nc1ccccc1)C(c1ccccc1)C1CCCC1 (centres undefined)	14%	20	-12	-11%	3%	0%	21	2%	-1%[46.1 µM]	-1
O=C(Nc1ccc(NC(=O)c2cccs2)cc1)c1ccc2c(c1)OCCO2	-1%	-8	4	16%	-1%	-2%	0	6%	-7%	0
CC(=O)c1ccc(-c2cc([C@H]3[C@H]4C=CC[C@@H](C)[C@@H]4C(=O)N3Cc3ccccc3)ccc2F)cc1	-3%	6	-8	-15%	-3%	-12%	15	0%	-4%	2
CC(=O)N1CCCc2cc(S(=O)(=O)N3CCCC(C(=O)Nc4cccc(C)c4)C3)ccc21 (centres undefined)	-7%	-6	6	-8%	2%	0%	2	0%	-5%	-5
CCOC(=O)c1[nH]c(C)c(C(=O)OCc2c(C)noc2C)c1C	5%	-2	12	-28%	-1%	-8%	4	1%	-7%	-5
CC1NC(C)(C)Cc2c1ccc1ccccc21 (centres undefined)	-18%	-9	5	1%	1%	-12%	1	1%	0%	-4
Cc1ccc(Nc2nc(CSc3nnnn3-c3ccccc3)cc(=O)[nH]2)cc1	0%	-28	-2	u	-1%	10%	3	-2%	-4%	-6
CC1CCCN(C(=O)c2ccc3ncsc3c2)C1 (centres undefined)	14%	-9	-6	u	5%	6%	9	-2%	-5%	1
CC(=O)Nc1cc2c3c(c1)CCC(=O)N3CCC2	4%	9	23	2%	3%	-10%	6	-8%	5%	10
